Bioassay records from PubChem BioAssay.
TAAR1 antagonist = human TAAR1 antagonists, primary screen, Fluo-8 calcium fluorescence, CHO RD-HGA16 cells; Trace amine-associated receptor 1 (Homo sapiens), Q96RJ0; antagonist; inhibition, % at 3 µM; 1.5% of 360,000 active; AID 624466, 2012;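 active = inhibition above a per-plate cutoff, the mean inhibition of test compounds on that plate plus 3 SD, cut at about 49% in these data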;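 note: 0% = DMSO plus EC80 beta-PEA response and 100% = DMSO alone without agonist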
Target sequence (Q96RJ0 whole entry, looked up): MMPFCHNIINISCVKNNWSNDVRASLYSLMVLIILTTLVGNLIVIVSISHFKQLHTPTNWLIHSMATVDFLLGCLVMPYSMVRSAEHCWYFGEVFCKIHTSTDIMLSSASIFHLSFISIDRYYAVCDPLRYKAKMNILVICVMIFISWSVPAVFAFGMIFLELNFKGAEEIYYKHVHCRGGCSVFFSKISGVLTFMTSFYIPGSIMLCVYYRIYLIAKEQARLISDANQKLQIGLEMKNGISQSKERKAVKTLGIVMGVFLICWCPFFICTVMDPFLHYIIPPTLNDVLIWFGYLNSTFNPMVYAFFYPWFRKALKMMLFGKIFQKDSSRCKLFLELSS
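Assay system: CHO-derived RD-HGA16 cells stably expressing human TAAR1 plus Gα16. Timing: 140 s kinetic read after compound, 140 s after agonist. Technique: kinetic Fluo-8 calcium fluorescence measurement. Measure: % inhibition of agonist calcium response.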
V1R ag counter = agonists of human V1a receptor, primary screen, counter-screen for OXTR agonist project, fluorescence, CHO-V1R cells; Vasopressin V1a receptor (Homo sapiens), P37288; Fluo-8 calcium fluorescence, agonist mode; 0% DMSO, 100% 3 nM vasopressin; activation, % at 3 µM; 0.25% of 320,000 active;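 active = activation above the mean activation of all tested compounds plus 3 SD, per screening run, cut at about 20% in these data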;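 note: signal is peak over basal fluorescence ratio across a 100 second FLIPR read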
M1 antag = human M1 muscarinic receptor antagonists, primary screen, CHO-K1 cells, Fluo-8 calcium fluorescence, 1536-well; CHO-K1 hM1, ACh EC80 antagonist; 1.3% of 360,000 active; inhibition, % at 3 µM; Muscarinic acetylcholine receptor M1 (Homo sapiens), P11229;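 active = percent inhibition above its own plate's cutoff, namely the mean of that plate's compound wells plus 3 SD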;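 note: peak over basal fluorescence ratio during 140 s after agonist addition; 0% = ACh EC80 plus DMSO and 100% = DMSO alone without agonist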
TAAR1 agonist = human TAAR1 agonists, primary screen, Fluo-8 calcium fluorescence, CHO RD-HGA16 cells; Trace amine-associated receptor 1 (Homo sapiens), Q96RJ0; vehicle wells 0%, saturating PEA agonist 100%; activation, % at 3 µM; 0.99% of 360,000 active; AID 624467, 2012;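 active = activation above the mean activation of all test compounds in the run plus 3 SD, cut at about 38% in these data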
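Assay system – CHO-derived RD-HGA16 cells with stable Gα16 and human TAAR1 · Compound dosing – one-point dosing at 3 µM (nominal) · Incubation – 17-24 h seeding, 75 min 37 °C dye, 30 min RT · Measured by – kinetic Fluo-8 calcium fluorescence · Control set – DMSO vehicle as 0%, PEA at EC100 as 100% · Repeats – single well for each compound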
OXTR ag = human OXTR agonists, primary screen, fluorescence, CHO-OTR cells, Fluo-8 calcium; Oxytocin receptor (Homo sapiens), P30559; activation, % at 3 µM; 0.32% of 320,000 active; AID 2435, 2010; Fluo-8 calcium fluorescence; normalized: DMSO 0%, oxytocin 100%;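 active = activation above the mean of all tested compounds plus 3 SD, cutoff set per screening run, cut at about 20% in these data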;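 note: peak over basal fluorescence ratio from a 100 s FLIPR kinetic read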
Target sequence (P30559 whole entry, looked up): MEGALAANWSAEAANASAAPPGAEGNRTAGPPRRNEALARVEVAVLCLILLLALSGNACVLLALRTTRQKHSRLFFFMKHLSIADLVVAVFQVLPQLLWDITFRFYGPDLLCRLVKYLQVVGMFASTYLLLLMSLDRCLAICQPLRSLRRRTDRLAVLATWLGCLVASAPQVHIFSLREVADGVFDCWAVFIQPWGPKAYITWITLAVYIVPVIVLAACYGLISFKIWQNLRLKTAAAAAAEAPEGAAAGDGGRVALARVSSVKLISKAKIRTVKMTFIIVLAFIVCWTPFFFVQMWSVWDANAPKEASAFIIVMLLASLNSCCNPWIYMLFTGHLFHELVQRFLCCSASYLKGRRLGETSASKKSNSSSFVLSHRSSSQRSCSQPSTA
CHRM1 PAM = human M1 muscarinic receptor positive allosteric modulators, primary screen, CHO-K1 cells, Fluo-8 calcium fluorescence, 1536-well | 0.088% of 360,000 active | AID 588819, 2011 | CHO-K1 hM1, ACh EC20; 0% = ACh EC20, 100% = maximal ACh | activation, % at 3 µM | Muscarinic acetylcholine receptor M1 (Homo sapiens), P11229; in the data active = activation above about 19%, passing the limit was not always enough
OXTR potentiator = human OXTR potentiators, primary screen, fluorescence, CHO-OTR cells, Fluo-8 calcium. Fluo-8 calcium fluorescence, potentiator mode; 0% = oxytocin EC15, 100% = EC100. activation, % at 3 µM. 0.061% of 320,000 active;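 active = activation above that plate's cutoff, the mean activation of tested compounds plus 3 SD, cut at about 6.6% in these data, passing the limit was not always enough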;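 note: 100% uses oxytocin at 75 nM as the full agonist control; some results filed as inactive read as strong as hits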
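Replication – single well per compound, singlicate · Assay system – CHO cell line stably expressing human OTR · Timing – 6 min pre-incubation, 100 s read · Measure – normalized max/min fluorescence ratio, % activation · Doses – 3.0 µM, one dose · Detection – Fluo-8 calcium dye fluorescence · Probe or stimulus – oxytocin near EC15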
CHO parental Ca = ATP-evoked calcium signal inhibitors, parental CHO, primary screen, counter-screen for OX1R antagonist project, cell-based, fluorescence, Fluo-8 calcium dye | parental CHO-K1, ATP-induced calcium, Fluo-8 fluorescence | inhibition, % at 5.6 µM | 0.63% of 330,000 active | AID 463079, 2010;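 active = inhibition above that plate's mean sample inhibition plus 3 SD, cut at about 26% in these data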;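 note: 0% = ATP-challenged DMSO wells and 100% = DMSO wells without ATP; some compounds past the cut are filed as inactive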
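Material – parental CHO cells · Reagent – ATP stimulus · Compound – single nominal dose of 5.6 µM per compound · Detection – Fluo-8 fluorescence · Read-out basis – percent inhibition of calcium signal · Controls – ATP-challenged DMSO wells low, unchallenged DMSO wells high · Repeats – no replicates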
M1 ag = human M1 muscarinic receptor agonists, primary screen, Fluo-8 calcium fluorescence, CHO-K1 cells, HTS; CHO-K1 hM1, agonist mode; 0% DMSO, 100% acetylcholine EC100; Muscarinic acetylcholine receptor M1 (Homo sapiens), P11229; 0.33% of 360,000 active; activation, % at 3 µM;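 active = activation above the run's mean compound activation plus 3 SD, cut at about 16% in these data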;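 note: peak over basal fluorescence ratio within a 140 s kinetic read after compound addition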
Numbers without * were called inactive; · = not tested or not shown.

SMILES | TAAR1 antagonist | V1R ag counter | M1 antag | TAAR1 agonist | OXTR ag | CHRM1 PAM | OXTR potentiator | CHO parental Ca | M1 ag
Cc1ccc(S(=O)(=O)N2CCOCC2)cc1NC(=O)CSc1nc(N)cc(=O)[nH]1 | -9 | 0.3 | 10 | -1 | 1.4 | -3 | -7 | -19 | -2
CC(=O)c1c(C)[nH]c(C(=O)NCc2ccccc2)c1C | 11 | 0.3 | -11 | 2 | 2.7 | 7 | -16 | -9 | -3
O=C(/C=C/c1ccccn1)c1cc(Br)ccc1O | 3 | -0.4 | -22 | -2 | -0.3 | 19 | 1 | -14 | -4
Nc1c(-c2ccc3c(c2)OCCO3)oc2ccccc2c1=O | -11 | 0.7 | 0 | 1 | -0.5 | 5 | -4 | -9 | -7
C=CCn1c(=O)n(C)c2c(=O)n(C)c(=O)n(C)c21 | -11 | · | 0 | 1 | · | 10 | · | · | 0
CC1CCCC(C)N1S(=O)(=O)c1ccc(NC(=O)CNC2CCCC2)cc1 (stereo not drawn) | -5 | 4.5 | -4 | 15 | 5.7 | -2 | -15 | -7 | -10
CCCCC(c1nnnn1CCOC)N1CCN(Cc2ccccc2)CC1 (stereo not drawn) | -3 | 0.9 | -7 | 16 | -0.4 | -3 | -8 | -21 | -4
Cc1ccc(NC(=O)C(OC(=O)c2cnc(C)cn2)c2ccccc2)c([N+](=O)[O-])c1 (stereo not drawn) | -63 | -0.8 | -12 | 9 | -2.0 | 9 | 3 | -8 | -2
Cc1ccc(N=Nc2ccc(O)c3ncccc23)cc1 | 82* | 0.1 | -7 | 63* | 1.5 | 9 | -6 | 59* | -4
O=C1NC(NS(=O)(=O)c2ccccc2)(C(F)(F)F)C(=O)N1c1ccc(F)cc1 (stereo not drawn) | -8 | 0.0 | -8 | 1 | -0.1 | 11 | -2 | -3 | -5
COc1ccc(NC(=O)C(c2ccc(C)cc2)N(C)C(=O)CC2NC(=O)NC2=O)cc1 (stereo not drawn) | 7 | -0.7 | -3 | 4 | -0.9 | 4 | -8 | -13 | -5
CC1CCN(S(=O)(=O)c2nnc(NC(=O)COc3ccccc3F)s2)CC1 | 17 | 0.7 | -22 | 1 | -0.6 | 15 | -3 | -2 | 2

3 entries already listed, sorted by number of heavy atoms, ascending:
SMILES | TAAR1 antagonist | V1R ag counter | M1 antag | TAAR1 agonist | OXTR ag | CHRM1 PAM | OXTR potentiator | CHO parental Ca | M1 ag
CC(=O)c1c(C)[nH]c(C(=O)NCc2ccccc2)c1C | 11 | 0.3 | -11 | 2 | 2.7 | 7 | -16 | -9 | -3
CCCCC(c1nnnn1CCOC)N1CCN(Cc2ccccc2)CC1 (stereo not drawn) | -3 | 0.9 | -7 | 16 | -0.4 | -3 | -8 | -21 | -4
Cc1ccc(S(=O)(=O)N2CCOCC2)cc1NC(=O)CSc1nc(N)cc(=O)[nH]1 | -9 | 0.3 | 10 | -1 | 1.4 | -3 | -7 | -19 | -2

The list goes on:
SMILES | TAAR1 antagonist | V1R ag counter | M1 antag | TAAR1 agonist | OXTR ag | CHRM1 PAM | OXTR potentiator | CHO parental Ca | M1 ag
CCN(CC)S(=O)(=O)c1cccc(C(=O)Nc2cc(C)on2)c1 | -2 | 1.3 | -12 | 6 | 0.0 | 11 | 3 | -8 | 1
COc1ccc(Cl)cc1S(=O)(=O)N1CCN(c2ccc(F)cc2)CC1 | 13 | -0.1 | 24 | 5 | -1.4 | -9 | -21 | 4 | -5
Cc1c(NC(=O)CCC(=O)N2CCOCC2)c(=O)n(-c2ccccc2)n1C | -1 | 0.5 | -24 | 3 | 0.4 | 6 | -5 | -11 | -1
Cn1c2c(c(=O)n(C)c1=O)C(NC(=O)C(C)(C)C)(C(F)(F)F)C(=O)N2 (stereo not drawn) | -2 | 1.7 | -24 | 4 | 0.3 | 4 | -4 | -4 | -3
Cn1c(OCc2ccco2)nc2c1c(=O)n(Cc1ccc(Cl)c(Cl)c1)c(=O)n2C | · | 0.0 | -9 | · | -1.1 | 7 | -6 | -15 | -4
O=Cc1sc(=O)n(Cc2cccc(C(=O)O)c2)c1Cl | -6 | 1.1 | -4 | 4 | 0.4 | 4 | -3 | -4 | -3
CCc1ccc(NC(=O)/C(C#N)=C/c2ccncc2)cc1 | -19 | 1.0 | 4 | 0 | -1.1 | 1 | -1 | -16 | -4
Cc1cc2nc(-c3ccc[nH]c3=O)n(Cc3ccccc3F)c2cc1C | -12 | · | -3 | 11 | · | 1 | · | · | -4
Cc1c(Cl)ccc2sc(NC(=O)CN3C(=O)c4ccccc4C3=O)nc12 | -23 | 1.8 | -2 | 2 | -0.2 | -4 | -4 | -5 | -1
O=Cc1ccc(Oc2nc(Cl)ncc2F)cc1 | -13 | · | -27 | 0 | · | 20 | · | · | -3
CC1(C)N=C(/C=N/O)CN1O | 6 | 0.1 | -31 | 7 | 0.5 | 0 | -4 | 2 | 0
COc1ccc(CNS(=O)(=O)c2c(C)[nH]c(C)c2C(=O)N2CCCC2)cc1 | 7 | -0.8 | -4 | -1 | 0.4 | 1 | 7 | -6 | -1
CCOCCCNC(=O)C1CCCCN1S(=O)(=O)c1ccc(F)cc1 (stereo not drawn) | 1 | 0.0 | 15 | 4 | 0.2 | -5 | -1 | -9 | -3
Cn1ncc2c1ncn1nc(COc3ccc4ccccc4c3)nc21 | -21 | 0.6 | 6 | 16 | 0.8 | 4 | -1 | 0 | -4
Cc1ccc(-n2ncc(C(=O)NCC3CCN(C4CCCC4)C3)c2C2CCN(C(=O)OC(C)(C)C)CC2)cc1C (stereo not drawn) | -23 | 0.0 | -8 | 7 | 0.0 | 2 | 0 | -28 | -5
O=C(NCc1ccc(F)cc1)c1ccc2c(=O)n3c(nc2c1)CCCCC3 | 4 | 0.7 | -8 | 0 | 0.4 | -1 | -12 | -6 | -8
O=[N+]([O-])c1cc(-c2nnc(-c3ccccc3)o2)ccc1Oc1ccc(Cl)cc1 | -26 | 0.6 | 1 | 2 | 0.9 | 12 | -4 | 6 | -4
CCCCSc1nnc(-c2ccc(NC(=O)CC)cc2)n1C | -14 | 0.4 | -10 | -1 | -0.7 | 10 | -1 | -22 | -5
CC(C)C1NC(=S)N(Cc2ccccc2)C1=O (stereo not drawn) | 4 | -0.6 | -10 | 5 | -0.8 | 7 | -7 | -1 | -5
Cc1nc2sccn2c(=O)c1S(=O)(=O)N1CCN(c2ccc(F)cc2)CC1 | 7 | -0.4 | -7 | 0 | -0.9 | 12 | -5 | -7 | -3
COc1ccc(S(=O)(=O)Cc2ccc(C(=O)NCCCN3CCc4ccccc4C3)o2)cc1 | -13 | -0.6 | -3 | 7 | -1.7 | -4 | -2 | -26 | -14
C[C@]12C=CC(=O)C=C1CC[C@@H]1[C@@H]2[C@@H](O)C[C@@]2(C)[C@H]1CC[C@]2(O)C(=O)COC(=O)CCC(=O)O | -26 | 0.5 | -28 | 1 | 0.6 | 5 | -1 | -8 | -3
CCCS(=O)(=O)NC(=O)C1(C)CCN(C(=O)c2cccs2)C1 (stereo not drawn) | -32 | · | -5 | 3 | · | 3 | · | · | -1
O=C(CCn1c(=O)sc2ccccc21)NCCC1=CCCCC1 | -6 | -1.1 | 3 | 6 | -1.9 | 0 | -4 | -29 | -4
Cc1nnc(SCC(=O)N(C)CC(=O)Nc2ccc(F)cc2)n1Cc1ccccc1 | 17 | -0.4 | -9 | -1 | -1.0 | 8 | -3 | -10 | -7
C=CCOc1ccc(C2=NOC(C(=O)Nc3ccc4c(c3)OCCO4)C2)cc1 (stereo not drawn) | 1 | 2.1 | 2 | -2 | -0.1 | 1 | -15 | 6 | -1
Cc1c(NC(=O)/C(C#N)=C/c2c(Oc3ccccc3)nc3ccccn3c2=O)c(=O)n(-c2ccccc2)n1C | -24 | -0.3 | -6 | 3 | 0.1 | 4 | -4 | -23 | -6
CCc1nnc(NC(=O)CSc2nc3[nH]ncc3c(=O)[nH]2)s1 | 0 | 0.9 | 4 | 3 | -0.1 | -1 | -6 | 6 | -6
CN(C)/C=C(\C=O)c1cccc(Cl)c1 | -5 | 1.1 | -4 | 5 | -0.1 | -2 | -10 | -3 | -10
CC1C(=O)C(C)C(c2cc(Cl)ccc2O)NC1c1cc(Cl)ccc1O (stereo not drawn) | 9 | -0.1 | 3 | 5 | -0.5 | -1 | -4 | 6 | -3
Cc1ccc(-c2nnc(SCC(=O)NNC(=O)COc3cccc(C)c3)n2C)cc1 | -6 | -0.8 | 0 | 6 | -2.2 | 1 | -5 | -22 | -6
NC(=O)c1sc2nc3c(c(-c4ccccc4)c2c1N)CCC3 | 10 | -0.9 | 6 | 15 | -1.1 | -9 | -6 | -31 | -7
Cc1nnc(SCC(=O)NNC(=O)COc2ccc(Cl)cc2)n1C | -9 | 1.0 | -4 | 0 | 0.2 | 14 | -1 | 1 | 3
Cc1ccc2c(c1)C(c1ccncc1)=NNC(c1ccccc1)=N2 | -20 | 0.2 | -3 | 6 | -0.9 | 7 | 3 | 0 | -9
CCN(C#N)c1nc(NC(C)C)nc(NC(C)C)n1 | · | -0.2 | 5 | · | -1.1 | 2 | -1 | -19 | -4
CC(NC(=O)C1CCCC1)c1ccccc1 (stereo not drawn) | -13 | · | -7 | 0 | · | 7 | · | · | -2
CCN(CC)S(=O)(=O)c1ccc(N=NC2=C(O)CCCC2=O)cc1 | 1 | -0.6 | -4 | 2 | 1.0 | 2 | -8 | -10 | -5
COc1cccc2[nH]c3c(=O)n(CCCN4CCOCC4)cnc3c12 | -8 | 0.6 | -5 | 1 | -0.2 | 3 | -2 | -3 | -2
O=C(Nc1c(-c2ccc3c(c2)OCO3)[nH][nH]c1=O)c1cnccn1 | -13 | · | -27 | 2 | · | 5 | · | · | -2
O=C(NCC1CC1)[C@@H]1C[C@H]1[C@@H](NP(=O)(c1ccccc1)c1ccccc1)c1ccccc1 | -14 | -0.1 | -5 | 1 | -1.1 | 10 | 0 | -11 | -4
CCOc1ccc(-c2nnc(-c3cccs3)o2)cc1OCC | 14 | -0.5 | -2 | 12 | -2.1 | 5 | -10 | -9 | -5
